# Bioassay records deposited in PubChem BioAssay by National Center for Advancing Translational Sciences (NCATS).
# ERK EGF block: blocks ERK signaling stimulated by EGF. 130,000 tested, 0.41% active. AID 1454. HEK293-V1b, EGF-stimulated phospho-ERK AlphaScreen. Potency, µM (highest dose often 11.5 µM), for inactives: at the highest dose activity change, negative = inhibition, usual class: inhibitors; active = well fitted inhibition curve with a large enough effect; inconclusive = small, poorly fitted or top-dose-only effect, or effect the other way;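 also: plate controls were stimulated vehicle wells for no effect and unstimulated vehicle basal for full effect; nearly all actives have a fitted effect of over 55% in size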
#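 HEK293 cells stably expressing V1b receptor, serum-reduced (1% FBS) overnight, got compound for 30 min at 37C, then 25 nM EGF for 5 min. Lysate phospho-ERK read by AlphaScreen SureFire; AC50 from Hill fits.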
# * hit, by the source's call; ? = inconclusive; & = joins results of further samples; [ ] = another dose, or the depositor's remark. Potency is read from the fitted curve at half-maximal effect. An excerpt; the hit share may differ from the screen's.
ERK EGF block,Compound
-2%,O=C(CSc1nnc(-c2ccccc2F)n1C1CC1)Nc1ccc2[nH]c(=O)[nH]c2c1
-11%,COC(=O)Cn1ccc(-c2ccc(Cl)cc2)c(C#N)c1=O
1%,O=C1CCC(/C=C/c2ccccc2)=NN1Cc1ccccc1
3%,CCOC(=O)/C(=N\Nc1ccccc1Cl)N1CCN(C)CC1
5%,O=c1[nH]c(CSc2nnc3ccccn23)nc2cc(C(F)(F)F)ccc12
6%,C/C(CC(=O)NCCCN1CCOCC1)=N\NC(=O)COc1cccc2ccccc12
12%[57.5 µM],Nc1ccc(Cl)c(S(=O)(=O)Nc2ccc(Cl)cc2)c1
8%,CC1(C)CC(=O)C2=C(C1)N(c1ccc(F)cc1)C(=O)C2(NC(=O)c1ccccc1F)C(F)(F)F (centres undefined)
-14%,CCCCc1ccc(NC(=S)NCc2ccc(OC)cc2)cc1
5%,COc1ccc(COCC(O)CN2CCC(C(N)=O)CC2)cc1OC (centres undefined)
-3%,O=C(COC(=O)C12CC3CC(CC(C3)C1)C2)Nc1nc2c(F)c(F)c(F)cc2s1
?,COc1ccc(/C(C)=N/NC(=S)NCc2ccco2)cc1
-6%,COc1cc(OC)cc(C(=O)N[C@H](C(=O)OCC(=O)Nc2ccc(OC)c(OC)c2)C(C)C)c1
-2%[57.5 µM],COc1ccc(-c2nnc(SCC(=O)N/N=C/c3ccccc3C(=O)O)n2-c2ccc(Cl)cc2)cc1
8%,Cc1nnsc1C(=O)N/N=C/c1cccc(C(F)(F)F)c1
-2%,CC(=O)CCc1c(C)nc2ccc(C(=O)O)cc2c1Cl
6%,COc1cccc(C(C(=O)NC2CCCC2)N(CC2CCCO2)C(=O)Cc2cccs2)c1 (centres undefined)
0%,O=C(Cc1ccc(Cl)cc1)Nc1ccc(SC(F)F)cc1
-2%,Cc1ccc2oc(-c3ccc(NC(=O)c4ccncc4)cc3O)nc2c1
-6%,O=C(N/N=C\c1ccccc1)c1ccccc1-n1cccc1
0%,O=C(COC(=O)c1ccc(S(=O)(=O)NCc2ccco2)cc1)Nc1ccc(Cl)cn1
1%[57.5 µM],Cc1ccc(-c2[nH]c3ccccc3c2SCCN)cc1
15%,CCCCn1c(SCC(=O)N2c3ccccc3Sc3ccccc32)nc2c1c(=O)n(C)c(=O)n2C
-8%[57.5 µM],O=S(=O)([N-]c1nc2ccccc2nc1-n1cc[n+](Cc2ccccc2)c1)c1ccc(Cl)cc1
-3%&9%,C[C@@H](C(=O)Nc1ccc2ccccc2c1)[C@H]1C[C@]1(C)[C@H](NS(=O)(=O)c1ccccc1)c1ccccc1
-3%,C(=N\Nc1nc(-c2ccccc2)cs1)/c1ccncc1
0%[57.5 µM],O=C(CC(C(=O)O)P(=O)(c1ccccc1)c1ccccc1)c1ccc(Br)cc1 (centres undefined)
-10%,Cc1ccc(C(=O)N/C(=C/c2ccco2)C(=O)NCC2CCCO2)cc1 (centres undefined)
5%,Cc1ccc(S(=O)(=O)N(C)C)cc1NC(=O)Cn1c(CN2CCOCC2)nc2ccccc2c1=O
6%,O=c1cc(N2CCc3ccccc3C2)[nH]c(=O)n1Cc1ccc(F)cc1
-2%,O=C(NCc1ccccn1)c1cc(-c2ccc(Cl)cc2)nc2ccccc12
-2%[57.5 µM],Nc1c(C(=O)N/N=C/c2ccc([N+](=O)[O-])cc2)cnn1-c1ccccc1
?,CC(=O)c1c(N)nc2n(c1=O)CCCCC2
-10%,N#CC1=C(S)N(c2ccccc2)C(c2ccc(-c3cccc(Cl)c3)o2)NC1=O (centres undefined)
1%,O=C(CCCc1c[nH]c2ccccc12)NCc1cccs1
1%,CCOc1cc(/C=C2\SC(=N)N(c3nonc3N)C2=O)ccc1OCCN1CCOCC1
2%,O=C(N/N=C/c1ccccc1)c1[nH]ncc1Br
2%,O=C(NNc1cccc(Cl)c1)c1cccnc1Cl
-2%[57.5 µM],CCOC(=O)c1cccc(P(C)(C)=O)c1
-8%[57.5 µM],O=C(NCc1nc(-c2ccc(C(F)(F)F)cc2)no1)c1cccs1
-7%,C/C(=N\NC(=O)OC(C)(C)C)c1cccc([N+](=O)[O-])c1
1%,COc1cc(OC)cc(-c2nc3ccccc3c(=O)n2OC(=O)c2ccc(C)c(C)c2)c1
-1%,Cc1ccccc1NC(c1cccc(Cl)c1)c1nnnn1C1CCCCC1 (centres undefined)
8%,CCOc1ccc(NC(=O)CNC(=O)c2ccc([N+](=O)[O-])cc2)cc1
-6%,Cn1c(=O)c(/C=C/c2ccc(F)cc2)nc2ccccc21
?,NC(=O)CC(NC(=O)Cc1ccc(Br)cc1)c1ccc(NC2CCC2)c([N+](=O)[O-])c1 (centres undefined)
-16%,CCOC(=O)c1[nH]cnc1N=Nc1c(O)ccc2ccccc12
?,Cc1cccn2c(CN(C)CC3CCCCO3)c(C(=O)N3CCCCC3)nc12 (centres undefined)
-3%,COc1ccc(CC(=O)Nc2ccccc2C(=O)N2CCOCC2)cc1
13%[57.5 µM],CCCc1c(NC(=O)Nc2ccc(F)cc2)cnn1-c1ccccc1
7%[57.5 µM],CCOC(=O)c1ccc(N2CCOCC2)c(NC(=O)c2c(-c3ccccc3)noc2C)c1
-8%[57.5 µM],CCN(CC)S(=O)(=O)c1ccc(-c2csc(C)n2)s1
1%,O=C(CC1NCCc2ccccc21)Nc1ccc(Oc2ccccc2)cc1 (centres undefined)
-4%[57.5 µM],Cc1ccc(NC(=O)CC2NCCN(Cc3ccccc3)C2=O)cc1 (centres undefined)
-2%,Cc1ccc(NC(=O)c2ncn[nH]2)cc1
-25%,O=C(O)c1ccc(Nc2nc(-c3ccccc3)cs2)cc1
-5%[57.5 µM],CC(=O)Nc1ccc(SC[C@H](CC(C)C)N2CCN(CCc3ccccc3)CCC2=O)cc1
-5%,CCOCc1nc(N)[nH]c(=O)c1Cc1ccc(OC(C)C)cc1
-1%,Cc1ccc(NC(=O)CSc2nnc(C3COc4ccccc4O3)o2)c(Cl)c1 (centres undefined)
6%,CN1CCN(C(c2cccc(Cl)c2)c2ccccc2Cl)CC1 (centres undefined)

# Later entries:
ERK EGF block,Compound
-5%,CCOc1cc(S(=O)(=O)NCc2ccccc2)ccc1Br
-6%,Cc1ccc(Cn2nc(C)c(NC(=O)CCCn3nc([N+](=O)[O-])c(Cl)c3C)c2C)cc1
-3%,COCCn1cnnc1SCC(=O)Nc1sccc1C(N)=O
-4%,CN(Cc1nc(-c2ccc3c(c2)OCO3)no1)CC1(N2CCOCC2)CCCCC1
-2%,O=C(COC(=O)c1c2ccccc2cc2ccccc12)NCC(F)(F)F
-9%,Cc1ccc(C(=O)NNC(=O)c2cccs2)cc1
4%[57.5 µM],O=C(COc1ccc(-n2ccnc2)cc1)Nc1cccc(F)c1
7%,CN(C)Cc1ccccc1-c1cncnc1NCc1ccccc1
15%,COc1ccccc1CNc1ncnc2ccc(-c3c(C)noc3C)cc12
4%,Cc1nn(C)cc1NC(=O)c1nn(C)cc1[N+](=O)[O-]
-3%,COCCNC(=S)N1CCc2cc(OC)c(OC)cc2C1c1cccs1 (centres undefined)
-24%,O=C(c1ccco1)N1CCC2(CC1)CN(Cc1cc(C(F)(F)F)cc(C(F)(F)F)c1)C2

# Exported with tabs: 16 of the compounds above
Molecule	ERK EGF block
Cc1ccc(NC(=O)c2ncn[nH]2)cc1	-2%
O=C(O)c1ccc(Nc2nc(-c3ccccc3)cs2)cc1	-25%
CC(=O)Nc1ccc(SC[C@H](CC(C)C)N2CCN(CCc3ccccc3)CCC2=O)cc1	-5%[57.5 µM]
CCOCc1nc(N)[nH]c(=O)c1Cc1ccc(OC(C)C)cc1	-5%
Cc1ccc(NC(=O)CSc2nnc(C3COc4ccccc4O3)o2)c(Cl)c1 (centres undefined)	-1%
CN1CCN(C(c2cccc(Cl)c2)c2ccccc2Cl)CC1 (centres undefined)	6%
CCOc1cc(S(=O)(=O)NCc2ccccc2)ccc1Br	-5%
Cc1ccc(Cn2nc(C)c(NC(=O)CCCn3nc([N+](=O)[O-])c(Cl)c3C)c2C)cc1	-6%
COCCn1cnnc1SCC(=O)Nc1sccc1C(N)=O	-3%
CN(Cc1nc(-c2ccc3c(c2)OCO3)no1)CC1(N2CCOCC2)CCCCC1	-4%
O=C(COC(=O)c1c2ccccc2cc2ccccc12)NCC(F)(F)F	-2%
Cc1ccc(C(=O)NNC(=O)c2cccs2)cc1	-9%
O=C(COc1ccc(-n2ccnc2)cc1)Nc1cccc(F)c1	4%[57.5 µM]
CN(C)Cc1ccccc1-c1cncnc1NCc1ccccc1	7%
COc1ccccc1CNc1ncnc2ccc(-c3c(C)noc3C)cc12	15%
Cc1nn(C)cc1NC(=O)c1nn(C)cc1[N+](=O)[O-]	4%

# Following part:
ERK EGF block,Compound
-9%,Cc1ccc(C)c(NC(=S)NNC(=O)c2csc(C)c2C)c1
4%[57.5 µM],CCc1cccc(NC(=O)c2ccc(CNc3c(N4CCCC4)c(=O)c3=O)cc2)c1
4%,Cc1ccc(-n2nc3c(n2)/C(=N/O)CC/C3=N\O)cc1
-1%,CC1(C)OC(=O)N(CCC(=O)Nc2cccc(F)c2)C1(C)O (centres undefined)
6%,COc1ccc(CCN2C(=O)C(Oc3ccccc3C)C2c2ccc3c(c2)OCO3)cc1 (centres undefined)
5%,Cc1ccc(OCCOc2ccc(Cl)cc2Cl)c([N+](=O)[O-])n1
-4%,CCOc1ccc(C(=O)NC2CCN(C(=O)N3CCCC3)CC2)cc1
?,CCCOc1ccc2cc(-c3ccccn3)c(=O)oc2c1
?,COC1=CC(=O)C(O)=C/C1=C\C=C\c1ccccc1
-4%,COc1ccc(SCCc2ccncc2)cc1
3%,CC1CCCN(c2cc3c(cc2[N+](=O)[O-])C(=O)N(c2ccccc2)C3=O)C1 (centres undefined)
6%,COc1ccccc1/C=C/C=N/NC(=O)Cc1cccs1

# Quoted at random: 2 records from the list, in no set order.
ERK EGF block,Compound
-1%,Cc1ccc(NC(=O)CSc2nnc(C3COc4ccccc4O3)o2)c(Cl)c1 (centres undefined)
-9%,Cc1ccc(C)c(NC(=S)NNC(=O)c2csc(C)c2C)c1

# Remaining list, next part
ERK EGF block,Compound
-27%[57.5 µM],CCOC(=O)N1CCN(S(=O)(=O)c2ccc3[nH]c(=O)oc3c2)CC1
12%,CC1(C)CC[C@]2(C(=O)O)CC[C@]3(C)C(=CCC4[C@@]5(C)CC[C@H](O)C(C)(C)C5[C@H](O)C[C@]43C)C2C1 (some centres undefined)
-4%,CCn1nc(C(C)C(=O)O)c2ccccc2c1=O (centres undefined)
1%,O=C(COC(=O)CNC(=O)c1ccc(Cl)cc1)Nc1ncc(C(F)(F)F)cc1Cl
10%,Cc1nonc1OCC(C)(COc1nonc1C)NC(=O)c1ccccc1
-5%,CC(OC(=O)CCC(=O)c1cccs1)C(=O)Nc1ccc(Cl)cn1 (centres undefined)
3%,Cc1ccc(Nc2ncccc2C(N)=O)cc1
24%,Cc1nc2ccc(NC(=O)Cc3ccccc3F)cc2s1
0%[57.5 µM],CC(=O)N1N=C2c3ccccc3CCC2C1c1cccs1 (centres undefined)
5%,C/C(CC(=O)Nc1ccc(Cl)c(C(F)(F)F)c1)=N\NC(=O)c1ccccc1O
-4%,Cc1cc(Nc2ccccc2)n(-c2ccc(C(=O)O)cc2)n1
17%,COC(=O)C1(C)CN(S(=O)(=O)c2ccc(C)cc2)c2cc(OC)ccc2C1=O (centres undefined)
2%,CCCCS(=O)(=O)Nc1ccc(C)cn1
14%,CCCCCc1ccc(-c2ccc(C(=O)O)cc2)nc1
4%[57.5 µM],Cc1ccc(C(=O)NNC(=O)/C=C\C(=O)O)cc1
-10%,Cc1cc(=O)[nH]c(SCC(=O)Nc2ccc(S(N)(=O)=O)cc2)n1
-1%,CCc1ccc(CN2C(=O)c3ccccc3C2C(=O)NCC2CCCO2)cc1 (centres undefined)
2%[57.5 µM],CCOC(=O)c1sc(Nc2ccccc2Cl)nc1C
-6%,CCOC(=O)/C=C/C(=O)OCC(=O)Nc1ccc(C)cc1
1%,O=C(O)/C(=C\c1ccc(-c2ccc(F)cc2)o1)c1ccccc1
-1%,CCOC(=O)/C=C/C(=O)Nc1ccc(S(=O)(=O)N2CCCCCC2)cc1
-4%,COCCCN1C(=O)C(=O)/C(=C(/O)c2ccc(C)cc2)C1/C=C/c1ccccc1 (centres undefined)
-3%,CCN1CCN(CCNC(=O)c2ccc(/C=C3/Sc4ccccc4N(Cc4ccccc4C)C3=O)cc2)CC1
-1%,COc1ccccc1C(=O)OCc1nc(N)nc(Nc2ccccc2C)n1
-6%,CN(C)c1ccc(C(=O)c2ccc(N(C)C)c3ccccc23)cc1
6%,COc1ccc(S(=O)(=O)NCC2CCCN(C(=O)c3ccco3)C2)cc1 (centres undefined)
18%,N[C@H](C(=O)O)[C@H]1C[C@@H]1C(=O)O
-10%,COc1ccc2c(c1)C1NC(=S)NC(C)(O2)C1C(=O)Nc1ccc(C)cc1C (centres undefined)
5%[57.5 µM],CCN(CC)S(=O)(=O)c1ccc(/C=C/C(=O)Nc2ccc(N3CCOCC3)cc2)cc1
-2%,CC1=CC(C)(C)NC(=S)N1c1cc(C)cc(C)c1
0%,FC(F)(F)c1ccc2c(c1)NCC1CCCN21 (centres undefined)
-3%,COc1ccc(C(=O)N2CCC3(CCCN(c4ccc(-c5ccccc5)cc4)C3)CC2)cc1
-5%,COCCSc1nnc(NC(=O)C2CC(=O)N(c3ccc(Cl)cc3)C2)s1 (centres undefined)
-9%,Brc1ccc(/C=N/Nc2nncc(-c3ccccc3)n2)o1
8%,O=C(CN1CCN(Cc2ccccc2)CC1)N/N=C/c1c[nH]c2ccccc12
6%,COc1ccc(N=C2SC(CC(=O)Nc3cccc(Cl)c3)C(=O)N2Cc2ccco2)cc1 (centres undefined)
8%,O=C(Nc1cc(Cl)cc(Cl)c1)C(NCCCO)c1ccccc1 (centres undefined)
20%,O=C(CCc1ccccc1)NCC(=O)N/N=C/c1ccc2c(c1)OCO2
3%,Cc1nnc(C)n1/N=C/c1cc2ccccc2nc1Cl
3%,COc1ccc(NS(=O)(=O)c2cc(NC(=O)/C=C/c3cc(OC)ccc3OC)ccc2N2CCCCC2)cc1
